# TrxR1 substrate: is turned over as a substrate by rat TrxR1. O89049. purified TrxR1 substrate turnover, NADPH consumption readout. Potency, µM (highest dose often 114 µM), for inactives: top-dose activity change, negative = substrate turnover. 0.01% of 390,000 active; further: potency means the concentration at half of the fitted maximal effect; on the % scale 0 is the no-effect control and ±100 the full control effect; nearly all actives have a fitted effect of over 50% in size
#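 Rat TrxR1, dispensed at 90 nM, was prereduced with 400 uM NADPH (final) for 5 min at ~22 deg C, then incubated with compound 15 min before 400 uM selenite. A first-read NADPH fluorescence drop versus no-compound background flagged substrates.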
# USP1 inh: USP1/UAF1 (human) deubiquitinase inhibition | recombinant USP1/UAF1, Ub-Rhodamine cleavage fluorescence | Potency, µM (series often up to 57.1 µM), without a hit: top-dose activity change, negative = inhibition, actives largely listed as inhibitors | 0.23% of 390,000 active; further: potency means the concentration at half of the fitted maximal effect; on the % scale 0 is the no-effect control and ±100 the full control effect; nearly all actives have a fitted effect of over 60% in size; inactives centre near -12
#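 1 nM enzyme complex + cpd, 15 min RT; start with Ub-Rho 150nM final; kinetic fluorescence ex 480/em 540, 6 reads q60 s. Buffer 50mM HEPES pH 7.8, 0.5mM EDTA, 0.1 mg/ml BSA, 1mM TCEP, 0.01% Tween-20.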
# TRHR ag: TRH receptor (human) agonism | P34981 | TRHR cells, calcium flux fluo-8, FDSS agonist mode | activation, % at 2 µM | 0.18% of 360,000 active; in the data active means activation above about 30%; further: 0% is about no effect
#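 Agonist-mode FDSS calcium read (Ex 480/Em 530, 1 s cycles) in 1536-well TRHR cells with fluo-8 dye, after 10-cycle baseline and 23 nL compound addition; TRH at EC20 (10 nM final) added afterwards for the enhancer phase.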
# Pin1 inhibitor: blocks the human prolyl isomerase Pin1; Q13526; Pin1 FP peptide displacement, HiFluor488, 10 min; Potency, µM (highest dose often 115 µM), without a hit: at the highest dose activity, negative = inhibition, usual class: inhibitors; 0.009% of 390,000 active; AID 504891; active means well fitted inhibition curve with a large enough effect in the polarisation, with a control signal flat, not every such curve was filed as active; inconclusive means small, poorly fitted or top-dose-only effect, or effect the other way, or a change in a side signal; inactive means no such curve, though single readings can be large or run the other way; the % refers to the polarisation; further: potency means the concentration at half of the fitted maximal effect; on the % scale 0 is the no-effect control and ±100 the full control effect
# Target sequence (Q13526 whole entry, looked up): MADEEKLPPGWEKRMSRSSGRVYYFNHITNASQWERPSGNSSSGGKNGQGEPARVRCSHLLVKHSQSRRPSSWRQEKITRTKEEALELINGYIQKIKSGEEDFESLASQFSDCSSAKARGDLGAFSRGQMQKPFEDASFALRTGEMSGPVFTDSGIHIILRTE
# TRHR PAM: TRH receptor (human) allosteric enhancement; TRHR cells, fluo-8 calcium fluorescence, EC20 TRH enhancement; enhancement, % at 2 µM; 0.66% of 360,000 active; AID 493056; in the data active means enhancement above about 30%; further: 0% is about no effect
#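 TRHR-expressing cells loaded with fluo-8 calcium dye were read kinetically (ex 480/em 530) during compound addition, then stimulated with an EC20 of TRH (10 nM final). Enhancement of the Gq-mediated intracellular calcium response was scored.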
# D2 ag: D2 dopamine receptor (human) agonism; P14416; HEK293 T-REx D2 cells, calcium flux agonist mode; activation, % at 2 µM; 0.53% of 340,000 active; AID 485358;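 active means activation over 3 SD above normal in the single-dose calcium agonist read, cut at about 30% in these data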; further: 0% is about no effect
# Target sequence (P14416 whole entry, looked up): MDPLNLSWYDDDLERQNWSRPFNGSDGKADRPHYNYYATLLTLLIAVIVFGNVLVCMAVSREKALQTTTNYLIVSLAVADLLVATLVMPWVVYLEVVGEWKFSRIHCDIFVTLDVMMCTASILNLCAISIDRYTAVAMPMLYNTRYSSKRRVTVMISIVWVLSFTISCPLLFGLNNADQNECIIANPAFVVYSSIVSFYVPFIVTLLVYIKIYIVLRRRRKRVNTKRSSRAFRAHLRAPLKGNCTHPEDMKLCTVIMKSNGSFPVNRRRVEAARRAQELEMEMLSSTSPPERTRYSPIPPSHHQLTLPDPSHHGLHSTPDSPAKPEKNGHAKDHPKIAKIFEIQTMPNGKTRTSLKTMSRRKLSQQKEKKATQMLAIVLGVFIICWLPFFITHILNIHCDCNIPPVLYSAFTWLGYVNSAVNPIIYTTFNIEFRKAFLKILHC
#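 Calcium-flux readout, 1 cycle/sec over 180 s following compound pin transfer, in inducible HEK293 Trex D2 cells (force-coupled); dopamine controls included. Positive calcium responses during this window marked compounds as potential agonists.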
# IDH1 R132H inh: blocks human mutant IDH1 R132H enzyme | O75874 | IDH1-R132H enzyme, NADPH consumption, diaphorase/resazurin fluorescence | Potency, µM (doses to about 76.6 µM), for inactives: at the highest dose activity change, negative = inhibition, hits mostly inhibitors | 0.093% of 390,000 active; further: potency means the concentration at half of the fitted maximal effect; on the % scale 0 is the no-effect control and ±100 the full control effect; nearly all actives have a fitted effect of over 65% in size
# Target sequence (O75874 whole entry R132H, stated change not applied): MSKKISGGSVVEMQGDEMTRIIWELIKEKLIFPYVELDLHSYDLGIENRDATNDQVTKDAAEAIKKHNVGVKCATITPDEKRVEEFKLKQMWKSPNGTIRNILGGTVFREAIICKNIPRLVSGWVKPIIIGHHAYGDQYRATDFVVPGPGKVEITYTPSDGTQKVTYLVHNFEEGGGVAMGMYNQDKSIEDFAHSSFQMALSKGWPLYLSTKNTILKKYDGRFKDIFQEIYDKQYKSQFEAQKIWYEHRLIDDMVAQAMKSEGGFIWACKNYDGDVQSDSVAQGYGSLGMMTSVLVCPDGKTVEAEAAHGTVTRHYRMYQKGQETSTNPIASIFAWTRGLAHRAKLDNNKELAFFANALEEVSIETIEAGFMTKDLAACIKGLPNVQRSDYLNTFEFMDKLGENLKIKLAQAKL
#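 IDH1-R132H (0.5 ug/mL) preincubated 30 min with compound, then NADPH (0.016 mM) and alpha-KG (2 mM) added; 80 min at RT, pH 7.5. Remaining NADPH coupled via diaphorase/resazurin to fluorescence (540/590 nm); concentration-response curves normalized to no-enzyme control.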
# TrxR1 inh: inhibitors of rat thioredoxin reductase 1; Potency, µM (top dose mostly 114 µM), without a hit: at the highest dose activity change, negative = inhibition, usual class: inhibitors; 1% of 390,000 active; O89049; AID 588453; recombinant rTrxR1, NADPH fluorescence consumption, selenite substrate; further: potency means the concentration at half of the fitted maximal effect; on the % scale 0 is the no-effect control and ±100 the full control effect; nearly all actives have a fitted effect of over 65% in size
#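 Rat TrxR1 (90 nM in the dispensed reagent) was pre-reduced with 400 uM NADPH for 5 min at room temperature, then incubated with compound for 15 min. After 400 uM selenite was added, NADPH fluorescence (Ex 340/Em 450 nm) was followed for 8 min.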
# D2 antag: antagonizes the human D2 dopamine receptor; HEK293 TREx D2 cells, calcium flux, dopamine EC80; inhibition, % at 10 µM; 2% of 340,000 active; AID 485344; in the data active means inhibition above about 30%; further: 0% is about no effect
#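 Cells plated overnight at 30 C with tetracycline; no-wash calcium dye, 30–90 min RT; 10 s baseline; compound pinned; 180 s read; EC80 dopamine added; another 180 s read.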
# * hit, by the source's call; u = inconclusive; x = no result given; & = joins results of further samples; [ ] = dose if it differs, or a comment. Unless noted, the call rests on the fitted dose curve; in most records, active means well fitted inhibition curve with a large enough effect; inconclusive means small, poorly fitted or top-dose-only effect; inactive means no such curve, though single readings can be large or run the other way. The list is partial; count on the stated rates, not on these rows.
SMILES,TrxR1 substrate,USP1 inh,TRHR ag,Pin1 inhibitor,TRHR PAM,D2 ag,IDH1 R132H inh,TrxR1 inh,D2 antag
C=CCn1c(SCC(=O)N2CCN(c3ccccc3)CC2)nc2c([nH]c3ccccc32)c1=O,4%,-23%,0.1,8%,3,0.9,-8%,18%,-5
Fc1ccc(OCCn2cnc(Cl)c2Cl)cc1,3%,-21%,0.2,-4%,5,-0.3,5%,21%,5
CN(C)N1C(N)=C(C#N)C(c2ccccc2)C2=C1CCCC2=O (stereo not given),9%[57.1 µM],1%,-3.0,-4%,1,0.1,-4%,36%[activator][57.1 µM],5
COc1ccc(CNC(=O)CN2c3ccccc3S(=O)(=O)c3ccccc32)cc1,7%,-21%,0.0,u,-6,-0.2,7%,26%,7
CCOC(=O)C(CO)(NC(C)=O)C(=O)OCC,1%,-7%,-0.1,2%,8,0.0,4%,-5%,11
Cc1csc(=O)n1CCC(=O)OCC(=O)Nc1cc(Cl)ccc1[N+](=O)[O-],-15%[57.1 µM],1%,-0.9,-1%,5,0.3,-2%,1%,-10
CC(C)(C)C(=O)C(C(c1ccccc1)N1CCOCC1)N1CCOCC1 (stereo not given),1%,-5%,x,5%,x,x,-4%,3%,x
CCn1c(CCNC(=O)c2ccc(C)cc2)nnc1SCc1ccc(Cl)c(Cl)c1,-1%,-10%,0.3,1%,-10,0.2,4%,0%,-1
COc1ccc(C(=O)NCC(=O)N2CCN(c3ccccc3)CC2)cc1,9%[57.1 µM],-4%,-0.8,-5%,-1,0.1,0%,6%,1
CC(C)c1ccc(NC(=O)[C@@H](NC(=O)N2CC(=O)Nc3ccccc32)C(C)C)cc1,-4%,-17%,-0.3,0%,-8,-1.0,14%,-8%,-10
Cc1ccnc(NC(=O)c2ccc(OCC3CCCO3)cc2)c1 (stereo not given),1%[57.1 µM],-6%,0.0,-10%,-5,0.0,11%,4%[57.1 µM],-6
CCOC(=O)c1ccc(-c2ccc(/C=C(\C#N)c3nc4ccc(C)cc4[nH]3)o2)cc1,5%,8%,120*,u,2,x,x,7%,x
COc1ccccc1-c1nc(SCC(=O)c2ccc(Cl)cc2)n[nH]1,7%[11.4 µM],1%,-0.5,7%,1,0.5,47%[activator],-1%,x
CN1C(=O)C(CC(=O)NCCc2ccccc2)N(NC(=O)c2cccc(F)c2)C1=S (stereo not given),-14%,-12%,0.0,3%,0,0.8,2%,24%[0.0914 µM],-8
O=C(CN1CCOCC1)Nc1scc(-c2ccccc2)c1C(=O)N1CCOCC1,-3%,-12%,-0.6,-1%,1,-0.1,4%,-2%,9
CC(=O)Nc1ccc(NC(=O)c2cc3sccc3n2Cc2ccc(Cl)cc2)cc1,13%,-12%,0.0,-1%,8,-0.4,-1%,7%,x
CC(Sc1nnc(-c2ccc(OC(F)F)cc2)o1)C(=O)NCC1CCCO1 (stereo not given),-12%,-8%,0.2,-7%,16,1.2,8%,-10%,0
C=C1C(C(=O)Nc2ccc(OCC)cc2)C1C(=O)Nc1ccc(OCC)cc1 (stereo not given),-5%[57.1 µM],-6%,-0.5,-1%,-1,0.2,-11%,-3%[57.1 µM],11
CCCCCC(=O)NNC(=S)NC(C)=O,-8%[57.1 µM],-8%,1.3,-10%,-2,x,11%,17%[57.1 µM],x
O=C(N[C@@H]1CCC(=O)N(CC[C@H](Sc2ccc(Br)cc2)c2ccccc2)CC1)OCc1ccccc1,-7%&2%,-25%,0.2,4%,6,-1.0,2%,8%&14%,-6
COc1cccc(CN(C)C(=O)CSc2nc3ccccc3[nH]2)c1OC,-5%,-11%,0.0,0%,3,-2.7,0%,5%,-9
CCc1nnc(NC(=O)CSc2nc(C)cs2)s1,3%,-11%,-0.8,1%,4,-1.5,5%,6%,4
Cc1ccc(-c2cc(C(=O)N/N=C/c3c[nH]c4ccccc34)n[nH]2)o1,-6%,2%,1.1,u,-4,0.2,3%,13%,20
Cc1ccc(N(C(=O)Cn2nnc(-c3ccccc3F)n2)C(C(=O)NC2CCCC2)c2ccncc2)cc1 (stereo not given),3%[57.1 µM],3%,-0.2,-8%,-1,1.7,20%,5%[57.1 µM],16
Cc1cc(C)n2nc(CNS(=O)(=O)c3cccc([N+](=O)[O-])c3)nc2n1,6%,-23%,0.1,-9%,8,x,-7%,17%,x
SMILES,TrxR1 substrate,USP1 inh,TRHR ag,Pin1 inhibitor,TRHR PAM,D2 ag,IDH1 R132H inh,TrxR1 inh,D2 antag
c1ccc(-c2cc(N3CCOCC3)nc(-c3ccccc3)n2)cc1,20%,-16%,0.0,-4%,1,0.1,5%,53%[activator],4
Cc1c(Cl)sn(-c2ccc(Cl)cc2)c1=O,-12%,-3%,2.7,1%,3,1.5,0%,5µM*,-18
CCN(CC)C(=O)NCc1c(C)cc(C)cc1C,8%[57.1 µM],u,-0.6,-5%,1,1.3,2%,20%[57.1 µM],-10
O=C1C2CC=C(Cl)CC2C(=O)N1CCC[n+]1ccccc1 (stereo not given),3%,-4%,0.1,-11%,17,0.0,-2%,10%,1
C#CCOCCOCCOCCNc1nc(N2CCN(C(=O)[C@H](CCC(=O)O)n3cc(C(N)CC(C)C)nn3)CC2)nc(N2CCN(C(=O)[C@H](Cc3cc4ccccc4[nH]3)n3cc(C(N)CC(C)C)nn3)CC2)n1 (stereo not given in full),5%,-26%,-0.1,0%,24,0.1,-12%,28µM*,7
O=C(OCc1cc2ccccc2[nH]c1=O)c1cccc([N+](=O)[O-])c1,4%,-23%,-0.4,1%,-3,-0.8,0%,10%,-1
COc1cccc(-n2nc3c(-n4ncc(C#N)c4N)nnc(C)c3c2C)c1,-10%,-20%,-0.4,17%,2,2.0,0%,-14%,10
Cc1nnc(SCC(=O)NCc2cccc(F)c2)c2nn(-c3ccccc3)c(C)c12,-2%,-4%,-0.3,8%,4,-0.8,0%,10%,x
CCOC(=O)Cn1c(=O)oc2cc(S(=O)(=O)NCc3ccc(F)cc3)ccc21,6%,9%,0.5,3%,4,0.6,-13%,18%,x
COc1cc(OC)cc(C(=O)NCC(=O)NCCN2C(=O)S/C(=C\c3ccc4c(c3)OCO4)C2=O)c1,-11%,-7%,x,22%,x,x,8%,-19%,x
COc1ccc(CN2CCS(=O)(=O)CC2)cc1OC,7%,-18%,-0.5,2%,-4,0.6,2%,16%,1
CSc1nc(-c2ccc(C)cc2)nc(C(Cl)Cl)n1,-4%,-13%,x,0%,x,x,1%,2%,x
Cc1ccc(C(c2nnnn2C2CCCC2)N2CCN3CCCC3C2)cc1 (stereo not given),8%,-19%,-0.4,14%,1,x,1%,-21%,x
O=[N+]([O-])c1ccccc1CN1CCN(Cc2ccccn2)CC1,6%[11.4 µM],-27%,-0.1,-15%,-4,0.1,3%,18%[11.4 µM],-2
Cc1ccc(C2=NS(=O)(=O)N(C)C(C(=O)NCc3ccccn3)=C2)cc1,5%[57.1 µM],-17%,-0.9,0%,7,0.4,-7%,5%[57.1 µM],13
Nc1nn(-c2ccccc2)c(N)c1N=Nc1ccc2c(c1)OCO2,-3%[57.1 µM],u,-0.6,-5%,1,x,5%,-3%[57.1 µM],x
CC1(C)Cc2c(sc3nc(-c4cc5ccccc5o4)n(N)c(=O)c23)CO1,52%[activator],-14%,0.0,-7%,3,0.1,0%,73%[activator],10
COc1ccc(CN(C)C(=O)c2ccc(NS(=O)(=O)c3ccc(F)cc3)cc2)c(OC)c1OC,-1%,-25%,-0.4,1%,-2,-1.1,0%,2%,-15
CC(Oc1ccc(Br)cc1)C(=O)Nc1ccc(S(=O)(=O)N(C)C2CCN(C)CC2)cc1 (stereo not given),-3%,-11%,13,-3%,-14,14,3%,1%,-3
CN(Cc1cccc2cnccc12)C(=O)CCc1nnc(CCc2ccccc2)o1,4%[57.1 µM],u,-1.5,-3%,18,1.0,6%,5%[57.1 µM],1
O=C(/C=C/c1ccc(OCCCF)cc1)NCc1ccc(Cl)c(Cl)c1,-7%[57.1 µM],-9%,2.9,5%,-1,0.2,5%,7%[57.1 µM],1
CCOc1ccc(CCNC(=O)C2CC(=O)N(CCc3ccccc3)C2)cc1OCC (stereo not given),3%,-15%,-0.3,-2%,-4,-0.5,8%,8%,13
COC(=O)CN1C(c2ccccc2)=Nc2ccc(Cl)cc2C1c1ccccc1 (stereo not given),-12%,-8%,0.6,-12%,-7,-0.4,4%,-10%,25
CN(c1ccc(F)cc1)S(=O)(=O)c1ccc(Cl)c(C(=O)NCC2CCCO2)c1 (stereo not given),5%,-5%,0.8,-3%,-4,-0.2,7%,12%,6
COC(=O)Cc1c(C)c2ccc(OCC(=O)N(C)C)cc2oc1=O,349%[activator],-7%,1.0,-5%,30*,-0.6,6%,u,-7
O=C(CN1CCC(C(=O)c2ccc(F)cc2)CC1)Nc1ccccc1Cl,-4%,-19%,-0.9,1%,5,-0.2,0%,11%,-4
Cc1ccc(/C=C/C(=O)O)cc1S(=O)(=O)NC1CCS(=O)(=O)C1 (stereo not given),-6%,1%,0.2,3%,1,0.7,-4%,-10%,19

# An excerpt of these results, with values under each structure.
# Each structure is followed by: TrxR1 substrate | USP1 inh | TRHR ag | Pin1 inhibitor | TRHR PAM | D2 ag | IDH1 R132H inh | TrxR1 inh | D2 antag
CCOc1ccc(CCNC(=O)C2CC(=O)N(CCc3ccccc3)C2)cc1OCC (stereo not given)
  3% | -15% | -0.3 | -2% | -4 | -0.5 | 8% | 8% | 13
COC(=O)CN1C(c2ccccc2)=Nc2ccc(Cl)cc2C1c1ccccc1 (stereo not given)
  -12% | -8% | 0.6 | -12% | -7 | -0.4 | 4% | -10% | 25
CN(c1ccc(F)cc1)S(=O)(=O)c1ccc(Cl)c(C(=O)NCC2CCCO2)c1 (stereo not given)
  5% | -5% | 0.8 | -3% | -4 | -0.2 | 7% | 12% | 6
COC(=O)Cc1c(C)c2ccc(OCC(=O)N(C)C)cc2oc1=O
  349%[activator] | -7% | 1.0 | -5% | 30* | -0.6 | 6% | u | -7

# Screening data: PubChem BioAssay, National Center for Advancing Translational Sciences (NCATS)
